# High-throughput results: PubChem, several laboratories
# p-CIP stab down: p/CIP protein destabilization; Q05BA5; F442A p/CIP-EGFP cells, EGFP fluorescence, 16 h; decrease of EGFP signal, % at 10 µM; 290,000 tested, 0.01% active;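 active = EGFP signal decrease of at least 30% at 10 µM or well 3 SD below plate mean, unless failing retest; inactive = the rest, including hits failing retest or dose response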; note: some compounds called inactive have numbers as strong as hits; many of its hits are not listed in these tables
# MEKK3 PB1 HTS: modulators (inhibitors or enhancers) of MEK5 binding to human MEKK3 PB1 domain | 290,000 tested, 1.4% active | bead-based flow cytometry, Alexa488-MEK5 binding to MEKK3; actives lie on both sides; 0 = blocked by unlabeled MEK5, 100 = vehicle | binding response (% of control), % at 10 µM;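 active = binding response more than 3 SD above or below the average of its plate-row segment, actives on both sides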;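 note: Alexa488 bead fluorescence after subtracting the streptavidin-only scavenger bead signal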
# GalR3 antagonist: human GalR3 antagonism | inhibition, % at 3 µM | 360,000 tested, 0.44% active | O60755 | HEK293 GalR3-CNG cAMP membrane potential fluorescence; galR3 body fused to GalR1 C-terminus;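 active = inhibition above the screen-wide average plus 3 SD, cut at about 13% in these data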;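 note: forskolin and galanin both at EC90 stimulate the cells; cAMP rise reported by CNG channel membrane potential dye signal; 0% = forskolin plus galanin with DMSO and 100% = forskolin alone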
# Target sequence (O60755 1-299 limits assumed): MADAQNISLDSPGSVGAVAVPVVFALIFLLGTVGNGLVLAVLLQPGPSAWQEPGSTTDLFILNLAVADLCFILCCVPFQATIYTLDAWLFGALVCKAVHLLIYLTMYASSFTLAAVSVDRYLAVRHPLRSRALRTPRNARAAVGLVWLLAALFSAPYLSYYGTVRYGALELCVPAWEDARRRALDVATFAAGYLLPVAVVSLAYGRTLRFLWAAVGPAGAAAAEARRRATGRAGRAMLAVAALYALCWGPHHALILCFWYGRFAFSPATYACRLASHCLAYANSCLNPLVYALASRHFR
# IDE cell activ: IDE (human) activation, cell-based; HEK cells, FAbeta-B cleavage, fluorescence polarization; 0% vehicle, 100% cell-free pure enzyme wells; AID 493087; P14735; 340,000 tested, 0.073% active; activation, % at 5.96 µM;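 active = activation above the mean of all tested compounds plus 3 SD, set per screening campaign, cut at about 17% in these data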
# CHRM4 PAM: potentiates acetylcholine response at human M4 receptor; P08173; CHO-K1 hM4/Gqi5, Fluo-8 calcium fluorescence, ACh EC20; 0% = ACh EC20, 100% = maximal ACh; activation, % at 3 µM; 360,000 tested, 0.4% active;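 active = activation above its plate's cutoff, the mean activation of sample wells plus 3 SD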; note: some results filed as inactive read as strong as hits
# Target sequence (P08173 whole entry, looked up): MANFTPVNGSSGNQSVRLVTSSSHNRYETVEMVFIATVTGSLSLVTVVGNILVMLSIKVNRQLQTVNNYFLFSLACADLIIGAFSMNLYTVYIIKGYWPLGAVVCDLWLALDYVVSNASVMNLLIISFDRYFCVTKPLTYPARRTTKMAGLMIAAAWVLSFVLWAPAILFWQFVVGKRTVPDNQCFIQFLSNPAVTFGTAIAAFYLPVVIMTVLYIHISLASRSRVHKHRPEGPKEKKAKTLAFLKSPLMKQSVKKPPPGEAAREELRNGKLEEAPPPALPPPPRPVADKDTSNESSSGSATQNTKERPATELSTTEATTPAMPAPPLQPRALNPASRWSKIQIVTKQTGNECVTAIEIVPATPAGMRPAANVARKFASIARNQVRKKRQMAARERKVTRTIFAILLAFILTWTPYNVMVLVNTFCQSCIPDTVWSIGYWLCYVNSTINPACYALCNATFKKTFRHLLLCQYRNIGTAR
# PHOSPHO1 inh: inhibitors of human PHOSPHO1 phosphatase; Q8TCT1; recombinant PHOSPHO1, absorbance phosphatase assay; inhibition, % at 13.3 µM; 290,000 tested, 1.1% active; AID 1565; in the data active = inhibition above about 60%
# Target sequence (Q8TCT1 whole entry, looked up): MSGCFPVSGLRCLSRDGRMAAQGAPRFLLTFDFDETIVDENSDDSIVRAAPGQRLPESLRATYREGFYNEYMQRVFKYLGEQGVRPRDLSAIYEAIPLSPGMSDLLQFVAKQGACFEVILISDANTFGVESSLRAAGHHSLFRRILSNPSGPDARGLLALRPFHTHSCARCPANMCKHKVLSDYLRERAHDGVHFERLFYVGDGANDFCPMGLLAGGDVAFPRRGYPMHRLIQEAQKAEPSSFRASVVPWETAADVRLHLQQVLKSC
# CRFBP-R2 block: blocks CRF-induced signaling of the CRF-BP/CRF-R2 complex; HEK293 CRF-R2/CRF-BP, CRF-induced calcium fluorescence; 350,000 tested, 0.59% active; inhibition, % at 11.8 µM; AID 588475;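 active = inhibition of the ligand-induced calcium signal above about 50% at the single tested concentration, limit read from the data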
# IDE inh: inhibits human insulin-degrading enzyme in HEK cells. P14735. FAbetaB cleavage, fluorescence polarization. inhibition, % at 5.59 µM. 320,000 tested, 0.41% active. AID 434962;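 active = percent inhibition above the average of all tested compounds plus 3 SD, set per screening campaign, cut at about 16% in these data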;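 note: IDE supplied by intact live HEK cells; FP after avidin binding of uncleaved biotin substrate so inhibition keeps polarization high; 0% = DMSO wells and 100% = 60 µM reference IDE inhibitor Ii1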
# CRFBP-R2 agonist: CRF-BP/CRF-R2 complex agonism. HEK293 CRF-R2/CRF-BP, calcium dye fluorescence (FLIPR); percent of saturating CRF peptide response. activation, % at 13.2 µM. 350,000 tested, 0.46% active. AID 588473;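 active = activation of at least 50%, plus an integration ratio under a set limit after plate pattern correction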;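 note: plate controls were neutral control wells without compound for no effect and CRF at EC100 for full effect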
# The depositor's hits bear a star; x = not tested or not shown; [ ] = remark or other dose.
SMILES,p-CIP stab down,MEKK3 PB1 HTS,GalR3 antagonist,IDE cell activ,CHRM4 PAM,PHOSPHO1 inh,CRFBP-R2 block,IDE inh,CRFBP-R2 agonist
O=C(/C=C(\c1ccc(Cl)cc1)n1cncn1)c1ccc(Cl)cc1,-4,98,x,0,-14,8,-4,5,1.1
COc1ccc(Cl)cc1NC(=O)COC(C)=O,-4,102,0,2,8,36,-4,6,1.7
CCCCN(CC)C(=O)CSc1nc2c(sc(=S)n2-c2ccc(OCC)cc2)c(=O)[nH]1,4,99,-4,6,4,-8,18,x,0.3
COCc1cc(C)nc(SCC(=O)NCC2CCCO2)c1C#N (stereo unspecified),17,99,-9,1,1,8,-8,7,1.5
C=CCN1C(=O)C(Cc2ccc(OC)cc2)S/C1=N\N=C\c1cccs1 (stereo unspecified),3,105,-2,0,-3,18,35,4,-4.9
Cc1cc(C)n2nc(Sc3ncccc3[N+](=O)[O-])nc2n1,-11,103,9,x,-6,11,-5,1,-0.1
CCn1c(SCC(=O)N(C(C)C)C(C)C)nnc1-c1cc2ccccc2cc1O,-6,99,-3,0,-8,-12,-1,1,0.5
COC(=O)c1sc(-c2ccc(C(C)(C)C)cc2)cc1NC(=O)c1ccccc1C(=O)O,-15,96,-3,4,-30,27,19,2,3.3
Cc1ccc(S(=O)(=O)NNc2nc3ccccc3nc2C(F)(F)F)cc1,0,100,-4,-6,-1,92*,-15,3,-2.3
O=C(Nc1ccncc1)c1ccc(Cl)c(S(=O)(=O)N2CCCCC2)c1,x,x,-4,-2,-7,x,8,8,0.1
c1ccc2c(c1)CC(CN1CCNCC1)O2 (stereo unspecified),-5,107,-10,2,1,24,-2,x,1.0
Cc1onc(-c2ccccc2Cl)c1C(=O)OCC(=O)c1ccc[nH]1,x,x,-4,2,2,x,-4,0,-0.9
O=C(CCc1ccccc1)NCc1ccccc1,4,91,-1,1,4,60,8,8,-1.6
O=C(CNC(=O)c1ccccc1)OC1CCCCC1,4,100,-3,3,0,-3,7,-2,2.0
CS(=O)(=O)N(CC(=O)O)c1ccc(Oc2ccccc2)cc1,-6,109,-7,-7,3,-17,10,1,1.0
O=[N+]([O-])c1ccccc1OCCCOc1cccc2cccnc12,-2,105,-5,1,-2,14,3,-2,-0.7
CCc1nc(SCC(=O)N2CCc3cc(OC)c(OC)cc3C2)c(C#N)cc1C,x,99,-3,5,-1,x,8,2,-0.5
Cc1ccc(S(=O)(=O)CCC(=O)Oc2ccc3c(C)cc(=O)oc3c2)cc1,x,x,-3,1,2,x,11,5,-2.2
Cc1ccccc1-c1cc(-c2ccccc2O)n[nH]1,-11,102,-8,-2,-6,20,-6,0,-0.3
c1ccc2c(c1)CCc1snnc1-2,-3,113,-1,3,5,55,9,1,-0.2
O=C(NC1CCCC1)C(c1ccncc1)N(C(=O)c1csnn1)c1cccc(F)c1 (stereo unspecified),2,102,-1,4,-3,35,0,3,-0.7
Cc1c(C(=O)N/N=C/c2ccccc2)[nH]c2ccc(Cl)cc12,6,109,-1,-4,-3,7,0,2,-1.6
Cc1cc(C)n(C2CCCCC2OC(=O)c2ccccc2F)n1 (stereo unspecified),-4,109,-7,6,-2,-32,6,-2,-0.1
Cc1cc(C)cc(C(=O)NC(CC(N)=O)c2ccc(NC3CCCCCCC3)c([N+](=O)[O-])c2)c1 (stereo unspecified),7,100,-2,-4,6,-13,12,2,-1.7
CC(C)N(C(=O)[C@H]1C[C@H](CC(=O)NCCC2=CCCCC2)C(=O)N2CCc3c([nH]c4cc(-c5ccco5)ccc34)[C@]12C)C(C)C,x,x,-5,2,10,x,10,x,0.8
COc1ccc(CN=CC2=C(O)CNC2=O)cc1,-2,104,-3,-11,9,8,0,-1,2.6
COc1ccc(N(CC(=O)NCc2ccco2)S(C)(=O)=O)cc1Cl,-2,111,-1,1,-1,1,3,-6,-0.3
CCN(C(=O)CSc1ncnc2c1cnn2-c1ccccc1)C1CCS(=O)(=O)C1 (stereo unspecified),x,x,-5,0,9,x,4,3,0.7
CCN1CCN(c2ccc(NC(=O)c3cc(OC)c(OC)c(OC)c3)cc2)CC1,2,112,-1,3,-3,25,4,4,0.5
N#CC(C#N)=C(Nc1ccc(F)cc1)SCc1cccc(F)c1,-22,3.0*[inhibitor],91*,5,-6,11,94*,4,105*
CC(C)c1ccc(C2NC(C(=O)O)CS2)cc1 (stereo unspecified),0,92,-4,1,5,4,7,-4,-1.1
CCc1cc(C(=O)OC)c(NC(=O)CC2Nc3cc(C)c(C)cc3NC2=O)s1 (stereo unspecified),-4,92,8,2,0,-5,-50,0,15
COc1ccc(N2C(=O)N3[C@H](c4ccc(Br)cc4)[C@@H]4C(=O)N(C(C)(C)C)C(=O)[C@@H]4[C@]3(Cc3ccccc3)C2=O)cc1,9,100,-8,4,8,-7,-8,0,6.8
COc1cccc(OCCNc2cc(N3CCCCC3)ccc2[N+](=O)[O-])c1,-3,107,-7,2,-2,-1,23,8,7.4
O=C(CCCN1C(=O)c2cccc3cccc(c23)C1=O)NCCN1CCOCC1,-7,x,-6,0,-7,32,1,7,-0.1
CN(C)C(/C=C/Nc1ccc(O)cc1)=C(C#N)C#N,-6,112,-5,3,1,16,4,-3,0.0
CCN1/C(=C2/SC(=S)N(C)C2=O)C=Cc2cc(C)ccc21,x,x,-7,1,-2,x,-4,-3,-0.4
Cc1ccc(CSc2nnc3ccc(-c4ccncc4)nn23)cc1,-10,63*[inhibitor],7,4,-21,53,3,1,0.6
CCCC(C)c1nnc(NC(=O)C2CCCO2)s1 (stereo unspecified),0,111,-4,4,-13,28,-10,2,0.7
COC(=O)C1CCN(C(=O)CN2C(=O)NC3(CCC(C)CC3)C2=O)CC1 (stereo unspecified),x,x,-5,5,5,x,13,-1,3.1
CN(CC(=O)Nc1cc(S(=O)(=O)N2CCCC2)ccc1Cl)Cc1ccc2c(c1)OCO2,x,x,-5,-2,-6,x,19,5,1.6
O=C(Oc1ccc(Cl)c(Cl)c1)C1=CC=CN2CCS(=O)(=O)N=C12,x,x,0,1,-3,x,29,6,-0.3
COc1ccccc1NS(=O)(=O)c1cccc(C(=O)NCC(C)(C)N2CCOCC2)c1,4,102,-3,4,1,24,-1,5,-0.2
Cc1ccc(NC(=O)c2cccs2)cc1S(=O)(=O)Nc1cccc(Cl)c1,4,103,-5,4,2,4,-26,6,-2.5
CC(=O)c1c(C(=O)O)[nH]c(C(=O)O)c1C,-6,106,0,2,7,28,-12,6,1.6
COCCN1C(=O)N(c2cccc(OC)c2)C(=O)C1CC(=O)Nc1ccc(OC)cc1 (stereo unspecified),-9,103,-3,-5,-1,x,-1,3,-0.3
COc1ccccc1-n1cnnc1SCC(=O)Nc1ccccc1,-8,104,-7,3,-1,28,-3,-1,-0.4
Cc1cc(OC(=O)c2ccc3ccccc3c2)c([N+](=O)[O-])c(=O)[nH]1,9,95,-5,5,12,16,7,-6,0.0
COc1ccc(CCNS(=O)(=O)c2ccc(N3CCCC3=O)cc2)cc1,x,110,-7,5,-5,x,0,0,2.2
O=C(N/N=C/c1ccc(O)c(O)c1)c1ccc(-n2cnnn2)cc1,x,x,4,4,-3,x,-4,5,-0.3
Cc1cccc(C)c1OCc1cc(C(=O)NCC2COCCO2)no1 (stereo unspecified),-7,94,-3,0,0,33,13,10,-4.5
CCCCNS(=O)(=O)c1ccc(OC)c(C)c1,0,109,1,5,0,-11,-10,5,-1.1
Cc1ccc(S(=O)(=O)N2CCOCC2)cc1NC(=O)COC(=O)Cc1cccs1,x,x,-4,1,2,x,13,-2,-0.5
COc1ccc(N2CCN(C(=O)c3nc4nc(C)cc(C)n4n3)CC2)cc1,-2,96,3,-2,3,20,-6,3,0.2
CC(C(=O)c1ccccc1)[n+]1cccc(Br)c1 (stereo unspecified),-3,108,-9,1,-7,24,5,-1,0.4
COc1ccc2cc(CCNC(=O)c3cccc([N+](=O)[O-])c3)c(=O)[nH]c2c1,0,103,-3,4,-4,13,36,-4,-0.9
O=C1CCCC2=C1C(c1ccccc1)CC(=O)N2c1ccc(F)cc1F (stereo unspecified),7,105,1,-6,10,12,0,9,4.4
C=CCOc1ccc(CN(C)C(=O)CN2C(=O)c3ccccc3C2=O)cc1,-4,104,-9,1,-4,11,0,3,0.0
CCOc1ccc(NC(=O)CCC(=O)NNS(=O)(=O)c2ccccc2[N+](=O)[O-])cc1,7,101,-2,-2,8,17,-2,-3,3.4
Cc1cc(C)c2c(=O)[nH]c(SCC(=O)N3CCOCC3)nc2n1,-3,103,-4,9,3,37,14,2,-1.9
# Going on with the list:
SMILES,p-CIP stab down,MEKK3 PB1 HTS,GalR3 antagonist,IDE cell activ,CHRM4 PAM,PHOSPHO1 inh,CRFBP-R2 block,IDE inh,CRFBP-R2 agonist
O=C(O)C1CCCN1c1nc(Cl)ccc1[N+](=O)[O-] (stereo unspecified),x,x,-2,x,-3,x,-13,x,2.6
O=C1C(O)CCN1Cc1ccccc1 (stereo unspecified),x,x,-4,6,-1,x,-5,x,3.4
ClC(Br)=C(n1cnc2ccccc21)n1cnc2ccccc21,3,x,0,-3,12,-3,-1,0,-3.0
CN(C)/C(CN1CCOCC1)=C1\N=C(c2ccccc2)OC1=O,-10,113,-7,-1,4,32,1,1,-1.1
CCN(CC(=O)Nc1ccc(OC)cc1)C(=O)Cc1ccc(OC)c(S(=O)(=O)N2CCOCC2)c1,x,x,-4,4,-2,x,-5,-1,-0.4
Cc1ccc(N(C)C(=O)c2cc(S(=O)(=O)N3CCCCC3)c[nH]2)cc1,-17,101,2,3,-5,5,3,-1,0.8
O=c1c2ccccc2nnn1CSc1nc2ccccc2c(=O)n1CCCO,-5,100,-1,3,0,-26,-3,2,-1.8
COc1nnc(-c2ccc(C)c(S(=O)(=O)NC(C)(C)CO)c2)c2ccccc12,2,101,-10,1,1,3,-5,5,3.1
CCNC(=O)c1cccc(NC(=O)c2cc(C3CC3)nc3c2cnn3C(C)C)c1,x,x,0,3,-7,x,-6,x,0.7
COc1cc2[nH]c3c(=O)n(CCN4CCOCC4)cnc3c2cc1OC,2,97,-7,-1,-1,20,25,5,-1.8
CC(=O)NS(=O)(=O)c1ccc(NC(=O)/C=C/c2ccco2)cc1,-10,98,-4,-2,4,28,-2,-2,1.6
COc1ccc2nc3ccccc3nc2c1N,-4,101,-3,1,2,42,2,1,-0.4
CCOC(=O)N1CCC(NC(=O)c2cc(S(=O)(=O)N(CC)CC)ccc2F)CC1,1,107,x,3,-3,2,4,2,3.9
COc1ccc(OC)c(C2C3=C(CCCC3=O)NC3=C2C(=O)CCC3)c1,-9,102,-4,4,9,13,6,0,0.4
COc1ccc(CN2CCC[C@]3(N[C@H](c4ccc(OC)cc4)[C@@H]4C(=O)N(Cc5ccccc5)C(=O)[C@@H]43)C2=O)cc1,x,x,-2,x,3,x,-13,x,2.8

# 5 structures from above, ordered by count of non-hydrogen atoms, high to low:
SMILES,p-CIP stab down,MEKK3 PB1 HTS,GalR3 antagonist,IDE cell activ,CHRM4 PAM,PHOSPHO1 inh,CRFBP-R2 block,IDE inh,CRFBP-R2 agonist
COCCN1C(=O)N(c2cccc(OC)c2)C(=O)C1CC(=O)Nc1ccc(OC)cc1 (stereo unspecified),-9,103,-3,-5,-1,x,-1,3,-0.3
CCN(C(=O)CSc1ncnc2c1cnn2-c1ccccc1)C1CCS(=O)(=O)C1 (stereo unspecified),x,x,-5,0,9,x,4,3,0.7
O=C(N/N=C/c1ccc(O)c(O)c1)c1ccc(-n2cnnn2)cc1,x,x,4,4,-3,x,-4,5,-0.3
O=C(CCc1ccccc1)NCc1ccccc1,4,91,-1,1,4,60,8,8,-1.6
CCCCNS(=O)(=O)c1ccc(OC)c(C)c1,0,109,1,5,0,-11,-10,5,-1.1
